Assay outcomes from PubChem BioAssay.
Mdm2-MdmX inh: inhibitors of human Mdm2-MdmX association, primary screen, cell-based, luminescence, split luciferase, SaOS-2, uHTS; inhibition, % at 8 µM; Protein Mdm4 (Homo sapiens) + E3 ubiquitin-protein ligase Mdm2 (Homo sapiens), …; SaOS-2 split-luciferase Mdm2/MdmX complementation; 3% of 330,000 active;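 active = inhibition of at least 50% at 8 µM in the primary screen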
Target sequence (O15151 whole entry, looked up): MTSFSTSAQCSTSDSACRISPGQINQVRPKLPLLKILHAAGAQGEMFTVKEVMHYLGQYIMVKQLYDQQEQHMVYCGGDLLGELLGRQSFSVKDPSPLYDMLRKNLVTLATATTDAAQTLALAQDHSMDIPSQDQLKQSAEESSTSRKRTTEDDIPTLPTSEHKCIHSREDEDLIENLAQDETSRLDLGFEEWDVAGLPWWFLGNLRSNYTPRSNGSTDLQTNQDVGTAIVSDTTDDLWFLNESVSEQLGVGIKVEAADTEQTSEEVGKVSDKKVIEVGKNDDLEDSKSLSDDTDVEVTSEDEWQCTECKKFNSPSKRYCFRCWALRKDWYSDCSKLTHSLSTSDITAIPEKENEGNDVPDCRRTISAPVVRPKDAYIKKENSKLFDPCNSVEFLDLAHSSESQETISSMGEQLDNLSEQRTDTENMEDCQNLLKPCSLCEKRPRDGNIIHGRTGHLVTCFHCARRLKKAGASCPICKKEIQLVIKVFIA
Target sequence (Q00987 whole entry, looked up): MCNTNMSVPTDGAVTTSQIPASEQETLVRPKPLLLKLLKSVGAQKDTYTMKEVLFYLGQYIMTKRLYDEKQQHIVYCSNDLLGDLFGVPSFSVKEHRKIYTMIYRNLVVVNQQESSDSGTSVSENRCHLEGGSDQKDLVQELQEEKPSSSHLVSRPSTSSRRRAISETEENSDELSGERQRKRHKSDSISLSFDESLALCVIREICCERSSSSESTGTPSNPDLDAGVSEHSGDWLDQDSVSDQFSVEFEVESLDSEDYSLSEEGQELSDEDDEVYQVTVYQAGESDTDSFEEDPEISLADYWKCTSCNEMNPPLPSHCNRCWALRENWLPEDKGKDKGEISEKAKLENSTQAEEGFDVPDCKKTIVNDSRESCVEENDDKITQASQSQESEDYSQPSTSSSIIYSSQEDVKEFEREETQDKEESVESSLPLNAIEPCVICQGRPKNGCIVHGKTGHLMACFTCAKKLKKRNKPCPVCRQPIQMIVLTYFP
Jurkat NFkB inh: inhibitors of induced NF-kB luciferase reporter, primary screen, TCR NF-kB activation inhibitor project, cell-based, luminescence, uHTS; Jurkat, PMA/ionomycin-induced NF-kB luciferase reporter; inhibition, % at 4 µM; 0.53% of 330,000 active; AID 435003, 2010; in the data active = inhibition above about 50%
UPR XBP1 act: activators of adaptive XBP1 UPR arm, primary screen, cell-based, CHO-XBP1 luciferase reporter, luminescence, uHTS; IRE1-XBP1 UPR activation; percent of tunicamycin response, DMSO as zero; AID 463104, 2010; activation, % at 20 µM; 0.33% of 330,000 active;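 active = versus positive control, 20 µM dose yields 30% or more activation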;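 also: 100% = tunicamycin at 10 µg/mL and 0% = DMSO only wells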
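Material: IRE1-XBP1 luciferase reporter CHO line / Quantity: one thousand reporter cells per well / Buffer or medium: F12 with 10% serum / Compound: 20 µM single concentration, DMSO 1% / Times: 6 h treatment, 37 °C / Detection: Steady-Glo luciferase glow luminescence, 10 min after reagent addition / Benchmarks: tunicamycin high, DMSO low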
TIM10 inh: growth inhibitors of isogenic TIM10 control yeast, primary screen, counter-screen for tim10-1 yeast inhibitor project, luminescence, uHTS; AID 463195, 2010; inhibition, % at 10 µM; S. cerevisiae TIM10 strain growth, BacTiter-Glo luminescence, 24 h; 1.4% of 330,000 active;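 active = inhibition of 40% or more at the single tested concentration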;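 also: wild-type TIM10 isogenic control strain grown at permissive 25 °C; 0% = DMSO yeast wells and 100% = minimal medium wells without yeast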
tim23-1 inh: growth inhibitors of tim23-1 mutant yeast, primary screen, luminescence, uHTS; 1.3% of 330,000 active; S. cerevisiae tim23-1 growth, BacTiter-Glo luminescence, 24 h; inhibition, % at 20 µM;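 active = growth inhibition of the mutant yeast at or above 50%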;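 also: temperature-sensitive mutant grown at 25 °C; plate controls were DMSO-treated mutant yeast for no effect and medium wells lacking yeast for full effect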
697 NFkB inh: inhibitors of PMA/ionomycin-induced NF-kB reporter, 697 cells, primary screen, B-cell NF-kB inhibitor project, cell-based, luminescence, uHTS. inhibition, % at 4 µM. 697 B-cell NF-kB luciferase reporter, 16 h. 0.33% of 330,000 active. AID 435022, 2010; in the data active = inhibition above about 35%
CHOP UPR activ: activators of apoptotic CHOP UPR arm, primary screen, cell-based, CHO-CHOP luciferase reporter, luminescence, uHTS; UPR activation; percent of tunicamycin response over DMSO baseline; activation, % at 10 µM; 0.34% of 330,000 active;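 active = at 10 µM dose, activation of 40% or more, normalized to positive control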;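 also: 100% = tunicamycin at 10 µg/mL and 0% = DMSO alone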
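Assay system: CHO-CHOP cells, stable luciferase reporter of PERK-eIF2a-CHOP signalling / Buffer or medium: F12 plus 10% serum / Compound dosing: one dose, 10 µM in 0.5% DMSO / Times: 6 h compound treatment, 37 °C / Technique: luciferase luminescence / Read-out: % reporter activation, DMSO baseline versus tunicamycin full activation / Benchmarks: tunicamycin and DMSO controls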
tim10-1 inh: growth inhibitors of tim10-1 mutant yeast, primary screen, luminescence, uHTS; S. cerevisiae tim10-1 ts strain growth, BacTiter-Glo, 24 h; inhibition, % at 20 µM; 2.2% of 330,000 active; AID 463190, 2010;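 active = inhibition of at least 40%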;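 also: mutant grown at 25 °C; 0% = DMSO wells with yeast and 100% = wells holding no yeast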
* marks the source's active call; other numbers are inactive results.

The first three records as a preview:
Results follow in this order: Mdm2-MdmX inh | Jurkat NFkB inh | UPR XBP1 act | TIM10 inh | tim23-1 inh | 697 NFkB inh | CHOP UPR activ | tim10-1 inh
Cc1cccc(OCCCC(=O)O)c1
 : 0 | 4 | 0 | -6 | 18 | -5 | -8.6 | 21
Cc1ccc(C)c(C(=O)COC(=O)CNS(=O)(=O)c2ccccc2)c1
 : 22 | 9 | -7 | 19 | 20 | -1 | -1.9 | -5
O=C(N/N=C/c1c[nH]c2ccccc12)c1ccc(Cl)cc1
 : -2 | -31 | 1 | 6 | 19 | -11 | 7.1 | -7

Main list, from the first entry:
Results follow in this order: Mdm2-MdmX inh | Jurkat NFkB inh | UPR XBP1 act | TIM10 inh | tim23-1 inh | 697 NFkB inh | CHOP UPR activ | tim10-1 inh
Cc1cccc(OCCCC(=O)O)c1
 : 0 | 4 | 0 | -6 | 18 | -5 | -8.6 | 21
Cc1ccc(C)c(C(=O)COC(=O)CNS(=O)(=O)c2ccccc2)c1
 : 22 | 9 | -7 | 19 | 20 | -1 | -1.9 | -5
O=C(N/N=C/c1c[nH]c2ccccc12)c1ccc(Cl)cc1
 : -2 | -31 | 1 | 6 | 19 | -11 | 7.1 | -7
COc1ccc(C(CC(=O)NCC(OC)OC)NS(=O)(=O)c2ccc(Cl)cc2)cc1 (stereo not drawn)
 : 6 | -7 | -1 | 11 | 12 | -6 | -0.5 | 16
O=C(CN(CC1CCCO1)C(=O)CNS(=O)(=O)c1ccc(F)cc1)NCC1CCCO1 (stereo not drawn)
 : 1 | 15 | -3 | 7 | -5 | 1 | -0.5 | -3
CC(C)(C)N1C(=O)[C@H]2[C@@H](c3ccc(Br)cc3)N3C(=O)N(c4cccc(Br)c4)C(=O)[C@@]3(Cc3ccccc3)[C@H]2C1=O
 : 27 | 23 | -1 | 6 | 33 | 2 | -0.1 | 3
CCCC(NC(=O)c1c(C)noc1C)C12CC3CC(CC(C3)C1)C2 (stereo not drawn)
 : 13 | -12 | 1 | 20 | 32 | 18 | -0.5 | 40
COc1ccc(C/C(C)=N/NC(=O)c2ccc(C)cc2C)cc1
 : -12 | -14 | -3 | -9 | 13 | 2 | -2.1 | 0
CCN(C(=O)COC(=O)c1ccc(O)cc1)c1cccc2ccccc12
 : -17 | -10 | 0 | -9 | 39 | -7 | -0.1 | 14
COc1cccc(-c2nn(C)c3sc(C(=O)N4CCN(c5ccccn5)CC4)cc23)c1
 : 47 | 22 | 8 | 41* | 30 | -27 | -1.4 | 43*
NS(=O)(=O)c1ccc(NC(=O)COC(=O)c2cc(Cl)ccc2[N+](=O)[O-])cc1
 : 3 | 0 | 1 | -4 | 18 | -12 | -0.8 | -11
O=C(O)CSc1nc2ccccc2n1Cc1ccccc1
 : 12 | -4 | -2 | -7 | 2 | -5 | 1.1 | -5
Cc1oc(-c2ccccc2Cl)nc1CS(=O)CC(=O)NCCc1ccccc1 (stereo not drawn)
 : 11 | -17 | -2 | 12 | 10 | 13 | -2.1 | -1
CC(C)OCCCNC(=O)CCSc1ccc(Cl)cc1
 : 13 | -4 | 0 | -21 | 15 | 11 | -2.4 | 9
CCOC(=O)NC(=O)COC(=O)c1cccc2ccccc12
 : -28 | 4 | -1 | 7 | 21 | -12 | 0.3 | 9
O=C(Cn1cccc(C(F)(F)F)c1=O)c1ccc(Cl)cc1
 : -11 | 7 | -1 | 2 | 22 | 1 | -2.5 | 24
Cc1cc(C)cc(N(CC(=O)NC2CCC(C)CC2)S(=O)(=O)c2c(C)noc2C)c1 (stereo not drawn)
 : 28 | 13 | 7 | 4 | 13 | -18 | -0.1 | 8
Cc1cccc2cc(COC(=O)c3ccccn3)c(=O)[nH]c12
 : 10 | -2 | 0 | 3 | 8 | 23 | -2.2 | 9
COc1ccc(C2CC(C(F)(F)F)n3nc(C(=O)Nc4ccc5c(c4)OCO5)cc3N2)cc1 (stereo not drawn)
 : 19 | -1 | -3 | 14 | 13 | 3 | -1.0 | 25
O=C(NCCc1ccc(Cl)cc1)c1ccc(CNc2c(N3CCOCC3)c(=O)c2=O)cc1
 : 11 | -3 | -3 | 3 | 15 | 12 | -1.9 | 3

Part of the list above, reformatted:
Structure | Mdm2-MdmX inh | Jurkat NFkB inh | UPR XBP1 act | TIM10 inh | tim23-1 inh | 697 NFkB inh | CHOP UPR activ | tim10-1 inh
O=C(NCCc1ccc(Cl)cc1)c1ccc(CNc2c(N3CCOCC3)c(=O)c2=O)cc1 | 11 | -3 | -3 | 3 | 15 | 12 | -1.9 | 3
COc1cccc(-c2nn(C)c3sc(C(=O)N4CCN(c5ccccn5)CC4)cc23)c1 | 47 | 22 | 8 | 41* | 30 | -27 | -1.4 | 43*

Additional structures
Results follow in this order: Mdm2-MdmX inh | Jurkat NFkB inh | UPR XBP1 act | TIM10 inh | tim23-1 inh | 697 NFkB inh | CHOP UPR activ | tim10-1 inh
CCOc1c(Br)cc(/C=N\NC(=O)c2ccccc2)cc1OC
 : 10 | -27 | 2 | 8 | 30 | -14 | 0.8 | 31
O=C1CC(c2ccsc2)c2cc3c(cc2N1)OCCO3 (stereo not drawn)
 : 27 | -4 | -2 | -2 | -11 | -12 | 0.9 | -16
Cc1ccccc1OCc1nc2ccc(S(=O)(=O)N3CCOCC3)cc2[nH]1
 : -12 | 4 | -1 | 21 | 20 | 10 | 1.9 | 19
COc1cc2ncnc(NCc3ccccc3F)c2cc1OC
 : 20 | -5 | -1 | -6 | 19 | 20 | 1.2 | -6
COC(=O)C1C(=O)C2=C(CC1C)NC(=O)CC2c1ccc(O)c(OC)c1 (stereo not drawn)
 : 12 | 7 | -2 | -14 | -10 | 0 | 0.7 | -9
C=CC[C@H](CC(=O)N[C@H](CO)Cc1ccccc1)C(=O)N[C@@H](COC(=O)[C@@H](CC=C)CC(=O)OC(C)(C)C)Cc1c[nH]c2ccccc12
 : 28 | 15 | 2 | 5 | 7 | -7 | 5.7 | 5
CN(C(=O)Nc1ccc(Cl)cc1)c1c2c(nn1C)CCCC2
 : 0 | 34 | 0 | 3 | 24 | -26 | -2.0 | 27
CCCCCCCN1C(Nc2ccccc2)=NC[C@@H]1Cc1ccccc1
 : 45 | 27 | 1 | -4 | -9 | 0 | 0.3 | 14
NNC(=O)C(Cc1c[nH]c2ccccc12)NC(=O)c1ccccc1 (stereo not drawn)
 : 11 | -18 | 1 | -4 | -7 | 10 | -1.7 | -11
S=C(NCc1ccccc1)Nc1ccc(Cl)cc1
 : 3 | -12 | -2 | 27 | 20 | 1 | 5.3 | 36
COc1ccc(CNC(=O)c2nccnc2CO)cc1
 : 1 | -6 | -2 | 6 | 6 | 15 | -1.1 | -5
Cc1cccc(OCC(=O)NCc2nnc3ccc(C(F)(F)F)cn23)c1C
 : 20 | -5 | 0 | 4 | 10 | 12 | -0.1 | 6
COc1ccc(-n2c(O)c(C=Nc3ccccc3)c3ccccc3c2=O)cc1OC
 : 80* | 9 | -1 | 4 | -15 | 13 | 1.3 | 4
Cc1ccc(OCc2cc(C(=O)N3CCCC3)no2)cn1
 : -23 | -39 | -2 | 27 | 30 | -81 | -0.7 | 15
COc1ccc(C(CC(=O)NCc2ccccc2)Sc2n[nH]c(-c3ccccc3)n2)cc1 (stereo not drawn)
 : -10 | -11 | 3 | 3 | 15 | -8 | -1.4 | 4
CC(=O)Oc1ccc(/C=N/NC(=S)Nc2ccccc2)cc1
 : -203 | -138 | -3 | 41* | 48 | -232 | -1.1 | 22
COc1ccc(OCC(O)CN2CCN(CC(O)COc3ccc(OC)cc3)CC2)cc1 (stereo not drawn)
 : 6 | 11 | -3 | -5 | 32 | 0 | 2.0 | -5
CC(C)COC(=O)n1c(=O)oc2ccc(S(=O)(=O)N3CCCCC3)cc21
 : 16 | -4 | 0 | 18 | 36 | 3 | -0.3 | 23
Cc1ccc(C)c(NC(=S)NNC(=O)c2csc(C)c2C)c1
 : -27 | 0 | 1 | 26 | 26 | 5 | 1.0 | 25
O=C(Nc1ccccc1)C1CCCN(C(=O)c2ccc(Cl)cc2)C1 (stereo not drawn)
 : 6 | 12 | 3 | 22 | 15 | 2 | 1.4 | -2

Results follow in this order: Mdm2-MdmX inh | Jurkat NFkB inh | UPR XBP1 act | TIM10 inh | tim23-1 inh | 697 NFkB inh | CHOP UPR activ | tim10-1 inh
Cc1c(NS(C)(=O)=O)c(=O)n(-c2ccccc2)n1C
 : 35 | 3 | -1 | 2 | 10 | 2 | -0.4 | 9
CCS(=O)(=O)N1CCC(C(=O)NCCc2ccc(C)cc2)CC1
 : 23 | 14 | -4 | -2 | 4 | -3 | 0.5 | 3
CCOc1cc(CNCCN(C)C)c(Cl)cc1OCC(=O)NCCc1ccccc1
 : 10 | 1 | -1 | 3 | 7 | -1 | -2.0 | 12
O=C(Nc1ccc(-c2nc3cccnc3s2)cc1)c1cccnc1Cl
 : -165 | -166 | -2 | -12 | 2 | -237 | 2.8 | -3
Cc1cccc(N2CCN(C(=O)CCNS(=O)(=O)c3ccc4c(c3)oc(=O)n4C)CC2)c1C
 : 6 | 11 | -7 | -6 | 10 | -37 | 3.9 | 14
C=CCn1c(SCC(=O)Nc2cc(NC(C)=O)ccc2OC)nnc1-c1cccnc1
 : 20 | 2 | 4 | -5 | 9 | 15 | -0.1 | 16
COc1ccccc1C(=O)N/C(=C/c1ccccc1)C(=O)NC(CCSC)C(=O)O (stereo not drawn)
 : -21 | -5 | 3 | -20 | -4 | 8 | 1.0 | -11
CCCCNS(=O)(=O)c1ccc(S(=O)(=O)n2cnc3ccccc32)cc1
 : 12 | -7 | -2 | 13 | 11 | 8 | 1.3 | 9
CCOC(=O)Cc1[nH]nc2c1C(c1ccoc1)C(C#N)=C(N)O2 (stereo not drawn)
 : 11 | -8 | -4 | 8 | 16 | 23 | -2.0 | 16
CSC1=NC(NCCCO)c2c(sc3c2CC(C)(C)OC3)N1 (stereo not drawn)
 : -13 | -13 | -2 | 7 | 7 | -26 | -0.8 | 31
CC(CS(=O)(=O)c1ccc2c(c1)NC(=O)CS2)C(=O)N1CCN(c2cccc(Cl)c2)CC1 (stereo not drawn)
 : 18 | -9 | -6 | 4 | -4 | -22 | 2.8 | -6
CCc1cccc(CC)c1NC(=O)COC(=O)c1cccc(S(=O)(=O)N2CCc3ccccc3C2)c1
 : -16 | -4 | 4 | 12 | 7 | -26 | -0.8 | 17
S=C1NCCOCCOCCOCCN1
 : -2 | -4 | -2 | 3 | -1 | -11 | 0.7 | -9
COc1ccc(C2C3=C(CC(C)(C)CC3=O)Oc3ncn(Cc4ccco4)c(=N)c32)cc1 (stereo not drawn)
 : 10 | -18 | 0 | 29 | 33 | -10 | 44* | 35
CCN(CC)S(=O)(=O)c1cc(NC(=O)CNc2c(C)n(C)n(-c3ccccc3)c2=O)ccc1C
 : 18 | 8 | 1 | 3 | 12 | -1 | 0.2 | 37
O=C(CSc1n[nH]c(=O)[nH]c1=O)NC1CC1
 : 19 | 12 | 1 | -5 | 5 | 8 | -0.3 | -4
C=CCCCCCCCCc1nc(=S)[nH][nH]1
 : -1 | -9 | 1 | -5 | 49 | -10 | 9.4 | 27
C/C(=N\NS(=O)(=O)c1ccccc1)c1ccc2c(c1)OCO2
 : 6 | -34 | 2 | 0 | 17 | -3 | 2.5 | 19
CC1CCc2sc3c(c2C1)c1ncnn1c(=O)n3CC(=O)c1ccc(Br)cc1 (stereo not drawn)
 : 17 | 8 | -2 | -11 | 9 | 30 | 0.4 | -4
